# Bioassay records from PubChem.
# RGS4 inh: Inhibitors of Regulator of G Protein Signaling (RGS) 4: qHTS; Regulator of G-protein signaling 4 (Homo sapiens), P49798; Transcreener GDP fluorescence polarization, RGS4-accelerated GTP hydrolysis; Potency, µM (titrated, usually from 114 µM), inactives show top-dose activity change, negative = inhibition, actives largely listed as inhibitors; 390,000 tested, 0.039% active; AID 504845, 2011; further: potency means the concentration at half of the fitted maximal effect; on the % scale 0 is the no-effect control and ±100 the full control effect; nearly all actives have a fitted effect of over 75% in size; some results filed as inactive show a strong effect at the top dose
# Target sequence (P49798 whole entry, looked up): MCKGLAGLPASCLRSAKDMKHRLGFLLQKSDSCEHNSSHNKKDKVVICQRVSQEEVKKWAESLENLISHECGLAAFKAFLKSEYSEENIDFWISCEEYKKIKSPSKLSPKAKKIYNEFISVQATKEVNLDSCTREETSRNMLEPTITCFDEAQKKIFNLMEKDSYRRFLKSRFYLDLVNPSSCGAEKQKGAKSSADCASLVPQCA
#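 MLSMR compounds (23 nl, pin-transferred) preincubated 10 min at room temperature with a 500nM (2x) first reagent, then RGS4 at 900nM (2x) plus Transcreener GDP mix added; fluorescence polarization (620/688 nm) read before and after 90 min at 30 °C.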
# 12-LOX inh: Primary qHTS assay for inhibitors of human arachidonate 12S-lipoxygenase (ALOX12): Round 2; purified 12hLO, xylenol orange hydroperoxide absorbance; Potency, µM (top dose mostly 108 µM), for inactives: at the highest dose activity change, negative = inhibition, actives largely listed as inhibitors; 580,000 tested, 1.1% active; further: potency means the concentration at half of the fitted maximal effect; on the % scale 0 is the no-effect control and ±100 the full control effect
# Target sequence (P18054 whole entry, looked up): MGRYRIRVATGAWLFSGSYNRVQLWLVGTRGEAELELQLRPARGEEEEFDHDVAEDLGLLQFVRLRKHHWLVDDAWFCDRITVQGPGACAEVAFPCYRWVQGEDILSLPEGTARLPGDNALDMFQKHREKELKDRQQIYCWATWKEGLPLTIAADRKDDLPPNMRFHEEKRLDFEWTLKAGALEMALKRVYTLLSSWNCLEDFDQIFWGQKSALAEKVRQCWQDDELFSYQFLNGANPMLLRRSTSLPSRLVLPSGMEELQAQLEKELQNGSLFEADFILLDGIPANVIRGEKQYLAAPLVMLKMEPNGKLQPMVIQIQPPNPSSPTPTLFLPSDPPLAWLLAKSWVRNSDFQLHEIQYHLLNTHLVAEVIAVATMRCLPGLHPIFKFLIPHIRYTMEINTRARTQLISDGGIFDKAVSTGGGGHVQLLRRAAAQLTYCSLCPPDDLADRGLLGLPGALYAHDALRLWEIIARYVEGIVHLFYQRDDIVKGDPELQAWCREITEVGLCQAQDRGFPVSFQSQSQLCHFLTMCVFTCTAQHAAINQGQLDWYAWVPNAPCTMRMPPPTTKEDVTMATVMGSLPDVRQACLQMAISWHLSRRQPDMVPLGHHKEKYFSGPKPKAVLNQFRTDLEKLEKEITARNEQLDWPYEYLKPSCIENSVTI
#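 Hydroperoxide product was detected by ferrous iron/xylenol orange as the 573 to 405 nm absorbance ratio. Arachidonic acid at 40 uM (final) was turned over for 30 min at room temperature by 150 nM human 12hLO, pH 7.0 Hepes buffer, after 15 min compound preincubation.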
# Vif-A3F inh: qHTS for Inhibitors of Vif-A3F Interactions: qHTS; AID 602313, 2012; 390,000 tested, 0.2% active; HeLa A3F-eYFP + Vif (tagged APOBEC3F with the HIV-1 protein that degrades it), YFP fluorescence increase; Potency, µM (doses to about 46.1 µM), for inactives: at the highest dose activity, negative = active; further: potency means the concentration at half of the fitted maximal effect; % of control where 0% means no effect; nearly all actives have a fitted effect of over 65% in size
#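 HeLa cells stably expressing Vif plus C-terminally eYFP-tagged A3F were seeded, incubated overnight at 37 deg C, dosed with compound, incubated overnight again at 37 deg C. Yellow fluorescence (Ex 488/Em 500-530) reported blocked Vif-mediated A3F-eYFP degradation.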
# LDHA inh: qHTS assay for inhibitors of human lactate dehydrogenase; purified LDHA, NADH/diaphorase-resazurin fluorescence; hits give low values; 480,000 tested, 0.15% active; L-lactate dehydrogenase A chain (Homo sapiens), P00338; activity change, % (values are at about 110 or 230 µM); in the data active means activity change below about -30%; inconclusive means mostly about -25% to -30%;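 further: plate controls were DMSO wells for no effect and wells without enzyme for full effect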
#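 Human LDH5 (2 nM) was incubated with 0.06 mM NADH and 0.2 mM pyruvate for 5 min at room temperature in Tris pH 7.4. Remaining NADH was coupled through diaphorase/resazurin, and resorufin fluorescence was read at 0 and 20 min.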
# ERG-DNA inh: qHTS for Small Molecule Inhibitors of the ERG Ets/DNA interaction; AID 624246, 2012; fluorescence polarization, His-ERG Ets domain / labelled DNA; 370,000 tested, 0.028% active; Potency, µM (series often up to 76.9 µM), without a hit: top-dose FP activity, negative = inhibition, actives largely listed as inhibitors; active means well fitted inhibition curve with a large enough effect in the polarisation, with a control signal flat; inconclusive means small, poorly fitted or top-dose-only effect, or effect the other way, or a change in a side signal; inactive means no such curve, though single readings can be large or run the other way; the % refers to the polarisation;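 further: polarization taken with two DNA probes labelled with fluorescein and Texas red; potency means the concentration at half of the fitted maximal effect; % of control where 0% means no effect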
#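 His-tagged ERG Ets domain (1 uM in the protein solution; 300mM KCl, 50mM Tris-HCl, 1mM EDTA, 1mM DTT, pH 7.5) received compound, then a probe mix of 5 nM fluorescein-DNA and 100nM Texas-615-DNA. Fluorescence polarization was read for both dyes.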
# GRP78 ERSR act: qHTS for Inducers of the Endoplasmic Reticulum Stress Response (ERSR) in Human Glioma: qHTS. U87-MG GRP78 promoter luciferase reporter, 16 h. Potency, µM, for inactives: at the highest dose activation, hits mostly activators. 420,000 tested, 0.02% active. AID 602332, 2012; further: potency means the concentration at half of the fitted maximal effect; series mostly up to about 76 µM; % of control where 0% means no effect; nearly all actives have a fitted effect of over 35% in size
#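 Stably transfected U87-MG human glioma cells carrying a GRP78-based luminescent sensor were seeded at 1000 cells/well, pin-dosed with compounds and incubated 16 h. Luciferase reagent was then added, and end-point luminescence was read after 10 min at room temperature.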
# D2 antag: HTS Assay for Allosteric Antagonists of the Human D2 Dopamine Receptor: Primary Screen for Antagonists; 340,000 tested, 2% active; HEK293 TREx D2 cells, calcium flux, dopamine EC80; AID 485344, 2010; D(2) dopamine receptor (Homo sapiens), P14416; inhibition, % at 10 µM; in the data active means inhibition above about 30%; further: 0% is about no effect
#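 In this primary screen, negative modulation is detected by tracking calcium flux after an EC80 dopamine challenge in inducible HEK293 T-REx D2 cells preexposed to test compound for 180 s.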
# Vif-A3G inh: qHTS for Inhibitors of Vif-A3G Interactions: qHTS. HeLa A3G-eYFP + Vif (tagged APOBEC3G with the HIV-1 protein that degrades it), YFP fluorescence, overnight. Potency, µM (series often up to 46.1 µM), for the others: at the highest dose activity, negative = active, most hits filed as inhibitors. DNA dC->dU-editing enzyme APOBEC-3G (Homo sapiens), Q9HC16. 410,000 tested, 0.076% active. AID 602310, 2012;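 further: potency means the concentration at half of the fitted maximal effect; on the % scale 0 is the no-effect control and ±100 the full control effect; nearly all actives have a fitted effect of over 60% in size; hits raise eYFP signal because A3G escapes Vif-driven loss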
#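 HeLa cells stably expressing Vif and C-terminally eYFP-tagged A3G, seeded overnight at 37 deg C, then exposed to compound by pintool overnight at 37 deg C. Rise in yellow fluorescence (Ex 488/Em 500-530, Acumen) marks blocked Vif-driven A3G degradation.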
# D2 ag: HTS Assay for Allosteric Agonists of the Human D2 Dopamine Receptor: Primary Screen for Agonists; 340,000 tested, 0.53% active; HEK293 T-REx D2 cells, calcium flux agonist mode; activation, % at 2 µM;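 active means activation over 3 SD above normal in the single-dose calcium agonist read, cut at about 30% in these data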; further: 0% is about no effect
#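 Tetracycline-induced HEK293 Trex cells with D2 receptor force-coupled to calcium signaling, plated overnight at 30 C and loaded with no-wash calcium dye. Calcium flux read kinetically for 180 s after compound addition; responses flag agonists.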
# An asterisk follows results filed as active; i = inactive; ? = inconclusive; nt = not tested or not shown; & = joins results of further samples; [ ] = remark or other dose. Unless noted, the call rests on the fitted dose curve; in most records, active means well fitted curve in the direction sought with a large enough effect; inconclusive means small, poorly fitted or top-dose-only effect, or another doubt; inactive means no such curve, though single readings can be large; an effect the other way counts as inactive or inconclusive. Only part of the results is shown (hit frequency here may not be typical).
SMILES,RGS4 inh,12-LOX inh,Vif-A3F inh,LDHA inh,ERG-DNA inh,GRP78 ERSR act,D2 antag,Vif-A3G inh,D2 ag
CCCN1CCC(=O)N(CCO)CC1,0%,-2%,7%,-3,-3%,-7%,8,1%,-0.3
O=[N+]([O-])c1cccc(-c2c(-c3ccccc3)ncc3cc(F)ccc23)c1,-17%,-5%,-9%,3,7%,4%,2,-8%,-0.2
COc1ccc(C(NC(=O)C2CCN(CCOc3ccc(Cl)cc3Cl)CC2)c2ccccc2C)cn1 (configuration not stated),nt,?,nt,2,nt,0%,nt,-14%,nt
CCN1CCN(C(=O)C2CCCN(c3ncnc4c3nc3n4CCCCC3)C2)CC1 (configuration not stated),31%,4%,-12%,-2,-16%,-5%,-19,0%,-0.2
Cc1ccc(S(=O)(=O)NCC(=O)N(CC(=O)NCC2CCCO2)Cc2ccccc2Cl)cc1 (configuration not stated),-21%,-4%,7%,1,-5%,-4%,-18,-1%,-1.9
COc1cccc(N(CC(=O)NCCSCc2ccco2)S(=O)(=O)c2ccccc2)c1,-2%,-27%,-3%,-2,0%,-2%,3,1%,-0.5
COC(=O)C1C(c2ccccc2)C(C(=O)N2CCN(C)CC2)C1c1ccccc1 (configuration not stated),21%,0%,-17%,-4,-5%,-5%,33*,0%,0.3
COc1cc2c(cc1NC(=O)CN(C)Cc1nc3ccccc3c(=O)[nH]1)oc1ccccc12,-5%,5%,-6%,-7,-4%,-6%,17,-1%,0.5
Cc1ccccc1C(=O)N(Cc1ccc(N(C)C)cc1)CC1CCCO1 (configuration not stated),8%,-17%,-5%,5,0%,1%,nt,-3%,0.0
O=C(CSc1nnc(-c2ccco2)o1)N1CCCCC1,4%,-4%,0%,-4,3%,-2%,-16,-1%,0.2
COc1ccccc1N1CCN(CCCNC(=O)c2cnn(-c3ccc(C)c(C)c3)c2C2CCN(C(=O)OC(C)(C)C)CC2)CC1,-11%,?,0%,1,-9%,0%,nt,-12%,5.2
COc1ccc(C)cc1S(=O)(=O)NC(C)c1cnn(-c2ccccn2)c1C (configuration not stated),8%,-7%,-20%,3,12%,-5%,nt,1%,nt
O=C(CSc1ncccn1)NC(=O)NCc1ccccc1,-2%[56.9 µM],0%,-1%,-3,1%,-6%,-5,2%,-1.4
Cn1nc(-c2ccc(C(=O)NC3CCCCC3)cc2)c2ccccc2c1=O,10%,-6%&3%,-3%,-10&-2,-1%,0%,-12,-2%,0.6
Cc1ccc(OCC(=O)N(C)CC(=O)Nc2ccc(Cl)c(C(F)(F)F)c2)c([N+](=O)[O-])n1,11%,224%[activator],2%,0,4%,-2%,1,-26%,-0.3
Cc1ccc(S(=O)(=O)N2CCN(C(=O)C3CC3C)CC2)c(C)c1 (configuration not stated),24%,-21%,6%,-5,3%,-4%,-6,2%,-0.1
CCCc1nn(C(=O)c2ccccc2)c2c1C(=O)CC(C)(C)C2,-8%,17%,2%,0,nt,-1%,5,0%,0.1
COc1ccc(OCc2cc(C(=O)N3CCN(CC(=O)N(C)C)CC3)no2)c(Cl)c1,0%,7%,-1%,2,4%,2%,-7,3%,0.4
CC(C)(C)c1ccc(C(=O)NCc2nnc(SCC(=O)NCc3ccco3)o2)cc1,-21%,?,4%,-9,3%,-3%,2,-9%,-1.4
COc1cccc(NC(=O)CCNS(=O)(=O)c2cccc3nsnc23)c1,15%,1%,-1%,-12,5%,-8%,6,0%,-0.7

# Three entries already listed, sorted by the value under D2 antag, descending:
Compound	D2 antag
CCCc1nn(C(=O)c2ccccc2)c2c1C(=O)CC(C)(C)C2	5
CC(C)(C)c1ccc(C(=O)NCc2nnc(SCC(=O)NCc3ccco3)o2)cc1	2
Cc1ccc(OCC(=O)N(C)CC(=O)Nc2ccc(Cl)c(C(F)(F)F)c2)c([N+](=O)[O-])n1	1

# Continuation.
SMILES,RGS4 inh,12-LOX inh,Vif-A3F inh,LDHA inh,ERG-DNA inh,GRP78 ERSR act,D2 antag,Vif-A3G inh,D2 ag
O=C(c1ccccc1OC(F)F)N1CCN(S(=O)(=O)c2ccc3c(c2)OCCCO3)CC1,5%,8%,-1%,-4,28%,-1%,1,-1%,1.2
CC(C)C(=O)Nc1ccc(C(=O)NNC(=O)CCCOc2ccc(Cl)cc2Cl)cc1,0%,11%,0%,-11,-2%,-7%,-2,1%,0.0
COc1ccccc1-c1ccc(=O)n(CC(=O)NCc2ccco2)n1,-3%,1%,6%,1,-4%,0%,0,-9%,0.4
CC(=O)NCC1CCN(C(=O)C2CCC(=O)N(CCc3cccc(F)c3)C2)CC1 (configuration not stated),-15%,i,1%,2,3%,-2%,-12,0%,-0.2
O=C(CSCc1ccc(Cl)cc1)N1CCN(Cc2ccc3c(c2)OCO3)CC1,-36%[11.4 µM],4%,8%,-1,-8%,-5%,15,5%,0.3
CC(C)(C)NC(=O)N1CCCC(C(=O)c2cccc(Cl)c2)C1 (configuration not stated),8%,-13%,-6%,-9,-1%,-6%,21,-2%,1.2
Cc1ccc(-n2ncc3c2CC(C)(C)CC3NC(=O)C2CCOCC2)cc1 (configuration not stated),0%,i,0%,0,8%,-2%,-2,1%,-0.1
COC(=O)CCN(C(=O)c1ccc(OC(C)=O)cc1)c1ccccn1,4%,0%,-4%,-4,-5%,0%,-7,-1%,3.4
CC(C)=CC(=O)Nc1ccc(Br)cc1,-1%,-33%,-7%,-5,nt,5%,6,-6%,0.4
CCC(C(=O)N1CCN(Cc2ccc3c(c2)OCO3)CC1)n1nnc2ccccc2c1=O (configuration not stated),nt,-6%,1%,-11,nt,-4%,nt,1%,nt
COc1ccc(NC(=O)CCNS(=O)(=O)c2cccc3nonc23)cc1Cl,-7%,-19%,?,-2,5%,-5%,-17,2%,2.2
CC(C)Cc1nc(N2CCCCC2)c(C#N)c2c1CCC2,10%,?,1%,-4,-2%,-4%,-1,2%,0.4
COc1ccc(CNC(=O)CCc2ccc(S(=O)(=O)N3CCCCCC3)cc2)cc1,-5%,20%,1%,-2,14%,0%,-5,-1%,1.0
C#CCOCCOCCOCCNc1nc(N2CCN(C(=O)[C@H](CCC(=O)O)n3cc(C(N)CO)nn3)CC2)nc(N2CCN(C(=O)[C@H](CCC(=O)O)n3cc(C(N)[C@H](C)CC)nn3)CC2)n1 (some centres not stated),-35%,nt,-1%,0,-7%,-5%,-6,6%,-0.6
COc1ccc(CN2C(=O)C(=O)N(CC(N)=O)C2=O)cc1,15%,0%,0%,1,14%[15.4 µM],-3%,nt,-1%,nt
COc1cccc(CNC(=O)c2ccc(NC(=O)N3CCCCc4ccccc43)cc2)c1OC,-30%,?,-6%,-7,-3%,1%,nt,-1%,nt
Cc1ccc(/C=N/n2c(C)nnc2C)o1,?,-7%,2%,-1,7%,-4%,5,-1%,1.6
NC(=O)Cn1nc([N+](=O)[O-])nc1Oc1ccc(Br)cc1,2%,-16%,8%,4,-3%,-3%,nt,6%,nt
COc1ccc(-c2ccc(C(=O)NC(C)C)c3occc23)c(C)c1,nt,1%,nt,-3,nt,-3%,nt,-9%,nt
COc1ccc(NC(=O)CCCN2C(=O)CN(C)C2=O)cc1Cl,3%,0%,0%,-1,16%,3%,-7,-2%,0.8
CN(C)c1ccc(N=Cc2nc(-c3ccccc3)oc2O)cc1,16%,1%,?,-4,10%,5%,nt,1%,nt
COc1ccccc1NC(=O)CN1CCOCC1,17%,0%,-3%,-5,2%,-4%,5,1%,2.9
Cc1ccc(C2(CCNCc3ccc(N(C)C)cc3)CCOC(C(C)C)C2)cc1 (configuration not stated),-6%,?,-6%,3,-2%,-3%,3,0%,1.5
O=C(COc1ccc(Oc2ccccc2)cc1)NC1CCS(=O)(=O)C1 (configuration not stated),7%,-1%,9%,-3,1%,-4%,nt,7%,nt
Cc1ccc(S(=O)(=O)N2C[C@@H]3CCCC[C@@H]3[C@@H](C)[C@H]2CC(=O)c2ccccc2)cc1,15%,-22%,7%,0,15%,-5%,nt,0%,nt
Cc1ccc(C(=O)Nc2nnc(COCCO)s2)cc1,nt,-22%,nt,-5,nt,-1%,nt,0%,nt
Cc1noc(C(=O)N2CCN(c3ccc(F)cc3)CC2)c1Cl,2%,5%,0%,-8,-2%,-1%,5,1%,1.1
COc1ccc(-c2nc(CNS(=O)(=O)c3ccc(F)cc3)cs2)cc1,3%,-8%,nt,1,1%,nt,nt,nt,-1.2
O=C(NCCCn1ccnc1)/C(=C\c1cccnc1)NC(=O)c1cccc(Br)c1,-4%,9%,-3%,0,17%,-3%,-8,0%,0.2
